Tau FP inhib – tau fibrillization inhibition (FP) | P10636 | K18 P301L tau heparin fibrillization, Alexa594 FP, 6 h | Potency, µM (top dose mostly 57.7 µM), without a hit: top-dose activity, negative = inhibition, actives largely listed as inhibitors | actives 0.39% (n = 280,000) | AID 1468; further: on the % scale 0 is the no-effect control and ±100 the full control effect; nearly all actives have a fitted effect of over 55% in size
Target sequence (P10636 561-689 P618L limits assumed): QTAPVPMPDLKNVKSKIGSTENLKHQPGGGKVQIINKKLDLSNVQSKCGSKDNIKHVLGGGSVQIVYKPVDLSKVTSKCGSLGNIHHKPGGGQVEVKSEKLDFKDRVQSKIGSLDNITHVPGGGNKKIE
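K18 P301L tau (15 uM unlabeled/0.24 uM Alexa 594-labeled, final) + compound + heparin 20 uM final; 100 mM NaOAc pH 7; 6 hr 37 C; ThT 30 uM final added, 1 hr RT; FP ex 555/em 632 nm.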
JMJD2E inh – blocks human JMJD2E demethylase activity | B2RXH2 | Potency, µM (highest dose often 57.1 µM), for the others: at the top dose activity change, negative = inhibition, most hits filed as inhibitors | JMJD2E catalytic domain, FDH-coupled NADH fluorescence (FDH is formaldehyde dehydrogenase) | actives 1.6% (n = 230,000); active means well fitted inhibition curve with a large enough effect, not every such curve was filed as active; inconclusive means small, poorly fitted or top-dose-only effect, or another doubt; inactive means no such curve, though single readings can be large or run the other way;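 further: 0% = wells with enzyme and -100% = buffer wells without enzyme; nearly all actives have a fitted effect of over 50% in size; many of its hits are not listed in these tables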
Target sequence (B2RXH2 1-337 limits assumed): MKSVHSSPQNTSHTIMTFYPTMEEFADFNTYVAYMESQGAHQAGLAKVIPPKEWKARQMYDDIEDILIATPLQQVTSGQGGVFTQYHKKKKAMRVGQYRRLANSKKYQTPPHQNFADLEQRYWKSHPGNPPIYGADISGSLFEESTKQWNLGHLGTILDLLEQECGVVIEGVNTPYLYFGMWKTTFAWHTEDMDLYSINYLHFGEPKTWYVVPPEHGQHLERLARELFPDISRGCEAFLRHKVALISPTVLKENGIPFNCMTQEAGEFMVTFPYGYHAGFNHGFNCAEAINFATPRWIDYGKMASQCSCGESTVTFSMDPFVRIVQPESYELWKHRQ
Tau fibril ThT – inhibitors of human tau fibril formation, thioflavin T binding. P10636. recombinant tau K18 P301L, heparin-induced fibrillization, ThT fluorescence. Potency, µM (highest dose often 57.4 µM), for the others: at the top dose activity, negative = inhibition, usual class: inhibitors. actives 2.1% (n = 270,000); further: on the % scale 0 is the no-effect control and ±100 the full control effect; nearly all actives have a fitted effect of over 55% in size
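Tau K18 P301L fragment (15 uM unlabeled plus 0.24 uM Alexa 594-labeled) in 100 mM sodium acetate pH 7 with compound, fibrillization induced by 20 uM heparin for 6 hr at 37 C. Thioflavin T (30 uM) added, fluorescence read after 1 hr (ex 450, em 510 nm).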
HttQ103 aggreg – inhibitors of mutant huntingtin aggregate formation in PC12 cells | AID 1688 | Potency, µM (doses to about 46.1 µM), for inactives: at the highest dose activity change, negative = inhibition, hits mostly inhibitors | PC12 HttQ103-GFP aggregates, Acumen cytometry, 40 h | actives 1.1% (n = 220,000); further: on the % scale 0 is the no-effect control and ±100 the full control effect; nearly all actives have a fitted effect of over 60% in size
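PC12 cells stably carrying ecdysone-inducible HTT exon 1 Q103–GFP were induced with tebufenozide (100 nM final) and treated with library compounds in titration. GFP aggregates in lysates were counted by laser scanning cytometry.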
SMN2 splice enh – SMN2 splice variant enhancement; HEK293 SMN2-luciferase splicing reporter, luminescence, 30-36 h; Potency, µM (top dose mostly 46.1 µM), inactives show at the top dose activity change, positive = activation, usual class: activators; actives 2.8% (n = 210,000); further: % of control where 0% means no effect; nearly all actives have a fitted effect of over 55% in size
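HEK293 cells carry an SMN2 minigene-luciferase reporter in which exon 7 inclusion puts luciferase in frame. Cells were seeded at 2000 cells/well, attached for 10-12 hours, then exposed to compounds for 30-36 hours at 37C before ONE-Glo luminescence.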
Tau fluor cs – counter-screen for tau fibril formation inhibitors; actives 0.93% (n = 280,000); Potency, µM (top dose mostly 57.7 µM), for inactives: at the top dose activity change, negative = decrease; tau K18 P301L Alexa594 fluorescence, heparin fibrillization; AID 1463; further: on the % scale 0 is the no-effect control and ±100 the full control effect; nearly all actives have a fitted effect of over 55% in size
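Human tau K18 P301L (15 uM unlabeled, 0.24 uM Alexa 594-labeled) in 100 mM sodium acetate pH 7 with 20 uM heparin, 6 hr at 37 C. ThT 30 uM added, 1 hr ambient; Alexa 594 FP and total fluorescence read at 555/632 nm.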
ALDH1A1 block – inhibitors of human aldehyde dehydrogenase 1A1; AID 1030; Purified ALDH1A1, NADH fluorescence, propionaldehyde substrate; actives 7.3% (n = 220,000); Potency, µM (titrated, usually from 75.3 µM), for the others: at the top dose activity, negative = inhibition, usual class: inhibitors; active means well fitted inhibition curve with a large enough effect, not every such curve was filed as active; inconclusive means small, poorly fitted or top-dose-only effect, or another doubt; inactive means no such curve, though single readings can be large or run the other way;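 further: plate controls were no enzyme wells and a reference inhibitor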
Target sequence (P00352 whole entry, looked up): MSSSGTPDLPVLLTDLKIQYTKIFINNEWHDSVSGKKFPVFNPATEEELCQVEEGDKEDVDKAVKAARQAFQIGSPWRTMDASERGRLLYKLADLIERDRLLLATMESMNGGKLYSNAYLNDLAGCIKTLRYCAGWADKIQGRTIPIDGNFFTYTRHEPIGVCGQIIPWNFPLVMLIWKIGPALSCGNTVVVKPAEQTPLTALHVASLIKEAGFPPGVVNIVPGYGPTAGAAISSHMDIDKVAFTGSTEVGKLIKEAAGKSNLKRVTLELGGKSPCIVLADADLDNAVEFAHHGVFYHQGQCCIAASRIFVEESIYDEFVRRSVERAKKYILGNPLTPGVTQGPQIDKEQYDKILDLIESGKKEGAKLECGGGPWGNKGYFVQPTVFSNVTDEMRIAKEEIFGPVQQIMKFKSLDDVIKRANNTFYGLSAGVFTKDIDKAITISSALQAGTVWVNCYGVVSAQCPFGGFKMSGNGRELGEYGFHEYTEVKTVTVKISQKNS
HTT cytoprotect – cytoprotection in Huntington HTT-Q103 PC12 cell model; PC12 HTT-Q103 induced, cytoprotection, ATP luminescence, 40 h; Potency, µM (series often up to 56.4 µM), for inactives: cytoprotection (ATP increase), usual class: activators; actives 0.14% (n = 230,000); AID 1471;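 further: % of control where 0% means no effect; nearly all actives have a fitted effect of over 45% in size; toxic huntingtin expression switched on by the ecdysone agonist tebufenozide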
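Compounds were screened for protection of PC12 cells against cell death after tebufenozide induction (100 nM final) of mutant Huntingtin exon 1 (Q103) fused to GFP.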
An asterisk follows results filed as active; ? = inconclusive; . = no result given; & = joins results of further samples; [ ] = another dose, or the depositor's remark. Unless noted, the call rests on the fitted dose curve; in most records, active means well fitted curve in the direction sought with a large enough effect; inconclusive means small, poorly fitted or top-dose-only effect, or another doubt; inactive means no such curve, though single readings can be large; an effect the other way counts as inactive or inconclusive. Potency means the concentration at half of the fitted maximal effect.

SMILES | Tau FP inhib | JMJD2E inh | Tau fibril ThT | HttQ103 aggreg | SMN2 splice enh | Tau fluor cs | ALDH1A1 block | HTT cytoprotect
COc1ccc(S(=O)(=O)N=Nc2c(O)[nH]c3ccccc23)cc1 | -1% | ? | -19% | -11% | 3% | -9% | 25µM* | -35%[inhibitor]
CCOCC(=O)Nc1nnc(Cc2ccc(OC)c(OC)c2)s1 | -2% | 4% | -7% | -19% | -10% | -8% | -13% | 22%[10 µM]
CC(C)CNC(=O)COC(=O)CNC(=O)c1cc(Cl)cc([N+](=O)[O-])c1 | -5% | 4% | -2% | 14% | 9% | -3% | 4% | 18%[1.9 µM]
CN(Cc1nc2ccccc2c(=O)[nH]1)Cc1nc2ccsc2c(=O)[nH]1 | -5% | 51%[activator] | -3% | ? | 9% | 8% | ? | 5%[10 µM]
CC(/C=C/c1ccccc1)=N\NC(=O)c1cc(C)nc2ccccc12 | -7% | 3% | -5% | -29%[9.22 µM] | . | -2% | ? | -9%[10 µM]
CN1CCCCc2c1[nH]c1ccccc1c2=O | -5% | ? | -3% | -17% | 3% | -2% | ? | -2%
Cc1ccc(OCC(=O)n2nc(C)cc2C)c(C)c1 | -18% | 1% | ? | -9% | 11% | -16% | 3% | -13%
O=C(CC1(O)C(=O)N(Cc2ccccc2)c2ccccc21)c1ccncc1 (stereo unspecified) | -5% | -1% | ? | -2% | 3% | -13% | 0.071µM* | -10%
CCn1nnnc1SCC(=O)Nc1nc2ccccc2s1 | -6% | -1% | -11% | 18%[9.22 µM] | . | -15% | -9% | 18%[10 µM]
O=C(CSc1ncn[nH]1)Nc1ccc([N+](=O)[O-])cc1Br | -3% | -3% | -6% | 4% | -48%[inhibitor] | -8% | -2% | .
CCN(CC)CCOC(=O)c1c(C)oc2ccc(O)cc12 | -8% | 5% | 8% | 4% | -1% | -3% | 7% | -25%[0.074 µM]
COc1ccc(/C=C/C(=O)O)cc1Cl | -2% | 4% | -4% | -29%[9.22 µM] | . | -4% | . | -30%[10 µM]
O=C1c2ccccc2C(=O)N1CCCC(=O)N1CCCc2ccccc21 | 5% | 3% | -10% | 11% | -17% | -6% | 14µM* | 16%[10 µM]
CCC(=O)N1N=C(c2ccc(Cl)cc2)CC1c1ccco1 (stereo unspecified) | 10% | -10% | -9% | -7%[9.22 µM] | . | -8% | ? | -22%[10 µM]
CCn1c(=O)c2cc(C(=O)NC3CCCCCC3)sc2c2ccccc21 | -11% | . | -14% | . | -1% | -6% | . | .
O=C(CCN1C(=O)c2ccncc2C1=O)Nc1ccc(F)cc1 | -3% | 2% | -8% | 12% | 0% | -8% | -2% | 2%
O=C(c1ccc(Cl)cc1)c1cc([N+](=O)[O-])ccc1N1CCOCC1 | 8% | ? | -7% | ? | -32%[inhibitor] | -16% | ? | -82%[inhibitor][10 µM]
CCn1c(/C=N/c2nc3ccccc3n2C)nc2ccccc21 | -1% | ? | -12% | 5% | -6% | 1% | ? | -30%
CCOc1cc2c3c(c1)C(C)=CC(C)(C)N3C(=O)C2=O | -5% | 11% | ? | . | -6% | -21% | ? | .
Cc1cc(N2CCCCC2)n2ncc(-c3ccccc3)c2n1 | 10% | ? | ? | ? | 4% | ? | ? | -113%[inhibitor]
CCOc1ccc(-n2ccnc2SCC(=O)Nc2cc(C)on2)cc1 | 1% | 1% | 0% | -10% | -23% | 2% | 4% | -34%[inhibitor]
Cc1cc(C)nc(NC(=S)Nc2ccc(Br)cc2Cl)c1 | 1% | 0% | -10% | 7% | -3% | -4% | ? | 20%
CCCc1nc(N)sc1C(=O)OCC | 0% | 3% | -13% | 5% | 5% | -6% | -3% | -11%
CC(C)C(=O)Nc1ccccc1N1CCN(S(C)(=O)=O)CC1 | 6% | 8% | -9% | -24% | -13% | -7% | -9% | -10%[0.074 µM]
O=C(CCC(=O)N1CCN(C2CCCC2)CC1)Nc1nnc(C(F)(F)F)s1 | 4% | 4% | 13% | 13% | -12% | 13% | -16% | 8%
COc1ccc(-c2c3c(=O)n(C)c(=O)n(C)c3cn2-c2ccc(O)cc2)cc1 | 3% | ? | ? | -7%[9.22 µM] | . | -22% | . | -20%[10 µM]
CC(C)n1cnc2cc(NCc3ccccn3)ccc21 | 7% | ? | -15% | -9% | 18µM* | -8% | ? | -44%[inhibitor]
Cc1ccc(-c2nc3ccccn3c2Nc2ccccc2C)s1 | 6% | . | -16% | . | 26% | ? | . | .
Cc1c(OCc2nn[nH]n2)ccc2c3c(c(=O)oc12)CCCC3 | 2% | ? | -16% | -14% | 6% | 2% | ? | -29%[0.074 µM]
CN(C)c1cncc(C(=O)O)c1 | 2% | ? | -3% | -6% | -2% | 1% | ? | 8%
O=C(CN1C(=O)NC2(CCCC2)C1=O)Nc1ccccc1F | 7% | 1% | -9% | -5% | 44% | -4% | 8% | -11%
COc1ccc(/C=N/OCC(=O)Nc2nc3ccccc3s2)cc1 | ? | 18% | ? | 3% | 22% | ? | 5% | .
O=C(Cc1ccccc1)Nc1c(C(=O)N2CCOCC2)cnn1-c1ccccc1 | -6% | -3% | -1% | 15% | -2% | -8% | 4% | -14%
Cc1ccccc1CSc1nnc(-c2ccccn2)n1C | -2% | 2% | 0% | -12%[9.22 µM] | . | -1% | . | 0%[10 µM]
CCSc1nnc(NC(=O)CSc2nc3c(c(=O)n2CCOC)SC(C)C3)s1 (stereo unspecified) | -5% | 6% | -9% | 5%[9.22 µM] | . | -17% | . | -5%[10 µM]
C=CC[C@H]1CC(Cc2ccccc2)=C[C@H](CC=C)N1 | -7% | 0% | -13% | 12% | ? | -6% | ? | -4%[10 µM]
CC(=O)NNc1cc(C)nc(N)n1 | -4% | 3% | . | -20%[9.22 µM] | . | -5% | . | 2%[10 µM]
Cc1cc(NC(=O)Cn2nnc3sc4c(c3c2=O)CCCC4)no1 | 2% | 4% | -4% | 15% | -32%[inhibitor] | -9% | 5% | -14%
CCCCC(=O)N/N=C/c1ccc(N2CCOCC2)c([N+](=O)[O-])c1 | 3% | 1% | ? | 11% | 0% | 3% | 11µM* | .
CCOC(=O)C1=C(C)NC(=O)NC1c1ccco1 (stereo unspecified) | -3% | ? | -4% | -15% | -6% | 4% | 0% | -1%
Cc1cccc(/C=N/NC(=O)C2CCCNC2=O)c1 (stereo unspecified) | 0% | 7% | 5% | -13% | 2% | 1% | 0% | .
Cc1cccc(N2CCN(S(=O)(=O)c3ccc4c(c3)CCN4C(=O)CCC(=O)O)CC2)c1C | -4% | 2% | -21% | 5% | -8% | -6% | 11% | -11%
COCCn1c(C)cc(C(=O)CSc2ccc(NC(C)=O)cc2)c1C | 5% | -3% | -11% | 4% | -42%[inhibitor] | -5% | -5% | -88%[inhibitor]
Cc1ccc(OCC(=O)NC(=S)Nc2ccc(Br)cn2)cc1 | 0% | -5% | ? | 16%[9.22 µM] | . | -10% | . | 14%[10 µM]
COc1ccc(CC(=O)NC(C)c2nnc(SCCC(=O)Nc3ccccc3)n2C)cc1 (stereo unspecified) | ? | -7% | -4% | 9% | 0% | -9% | -12% | .

8 compounds from above, ordered by length of the SMILES, ascending.
SMILES | Tau FP inhib | JMJD2E inh | Tau fibril ThT | HttQ103 aggreg | SMN2 splice enh | Tau fluor cs | ALDH1A1 block | HTT cytoprotect
CC(=O)NNc1cc(C)nc(N)n1 | -4% | 3% | . | -20%[9.22 µM] | . | -5% | . | 2%[10 µM]
Cc1ccccc1CSc1nnc(-c2ccccn2)n1C | -2% | 2% | 0% | -12%[9.22 µM] | . | -1% | . | 0%[10 µM]
O=C(CN1C(=O)NC2(CCCC2)C1=O)Nc1ccccc1F | 7% | 1% | -9% | -5% | 44% | -4% | 8% | -11%
COc1ccc(/C=N/OCC(=O)Nc2nc3ccccc3s2)cc1 | ? | 18% | ? | 3% | 22% | ? | 5% | .
COCCn1c(C)cc(C(=O)CSc2ccc(NC(C)=O)cc2)c1C | 5% | -3% | -11% | 4% | -42%[inhibitor] | -5% | -5% | -88%[inhibitor]
CCSc1nnc(NC(=O)CSc2nc3c(c(=O)n2CCOC)SC(C)C3)s1 (stereo unspecified) | -5% | 6% | -9% | 5%[9.22 µM] | . | -17% | . | -5%[10 µM]
CCCCC(=O)N/N=C/c1ccc(N2CCOCC2)c([N+](=O)[O-])c1 | 3% | 1% | ? | 11% | 0% | 3% | 11µM* | .
COc1ccc(CC(=O)NC(C)c2nnc(SCCC(=O)Nc3ccccc3)n2C)cc1 (stereo unspecified) | ? | -7% | -4% | 9% | 0% | -9% | -12% | .

Additional records.
SMILES | Tau FP inhib | JMJD2E inh | Tau fibril ThT | HttQ103 aggreg | SMN2 splice enh | Tau fluor cs | ALDH1A1 block | HTT cytoprotect
CCn1c(CNc2ccc(F)cc2)nnc1SCC(=O)Nc1ccc(OC)cc1OC | 9% | 3% | -17% | 26% | . | -18% | 14µM* | -20%
O=C(CNC(=O)c1ccc(N2C(=O)c3ccccc3C2=O)cc1)OCC(=O)c1ccc(Cl)cc1 | 4% | 15% | 4% | 5% | -3% | 9% | 19% | 12%[10 µM]
CCc1cc2c(=O)c(-c3nc4ccccc4n3C)c(COCC(=O)O)oc2cc1O | -5% | -3% | 4% | -1% | 11% | 4% | ? | 11%
CCc1ccc(-c2nc(NC(=O)c3ccc(OCC(=O)Nc4ccc(F)cc4)c(OC)c3)sc2C)cc1 | -10% | -5% | -1% | 8% | 12% | 1% | ? | -14%[10 µM]
COC(=O)[C@@]1(Cc2ccc(OC)cc2)[C@H]2c3cc(C(=O)N4CCCC4)n(Cc4ccc(C)o4)c3C[C@H]2CN1C(=O)c1ccccc1 | -11%&-1% | -8%&-12% | ? | ? | -53%&-70%[inhibitor] | -16%&-3% | 2%&-5% | -35%[inhibitor]
O=C(CSc1ncccn1)NC(=O)Nc1ccc2c(c1)OCCO2 | 6% | 0% | -13% | 5% | 8% | -3% | -6% | -37%[inhibitor]

High-throughput results as filed in PubChem BioAssay.

An excerpt. The share of hits here may be higher or lower than overall.
